# Apoferritin bind: qHTS Assay for Identification of Novel General Anesthetics; actives 0.074% (n = 350,000); apoferritin/1-aminoanthracene competitive binding, fluorescence; Potency, µM (titrated, usually from 77.5 µM), for inactives: at the highest dose activity change, negative = displacement, usual class: inhibitors; AID 485281, 2010; also: potency is read from the fitted curve at half-maximal effect; % is scaled to controls: 0 for no effect and ±100 for the full control effect; nearly all actives have a fitted effect of over 20% in size
# Target sequence (P02791 2-175 limits assumed): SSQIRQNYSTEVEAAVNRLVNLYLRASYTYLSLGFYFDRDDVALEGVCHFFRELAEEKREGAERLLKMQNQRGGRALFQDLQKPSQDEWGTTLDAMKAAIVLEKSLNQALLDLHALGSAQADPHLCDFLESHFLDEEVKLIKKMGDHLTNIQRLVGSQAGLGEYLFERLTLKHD
#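 In PBS, apoferritin at 10 uM is loaded with 1-AMA from a 50% saturated solution. After 10 min of compound exposure at ambient temperature, reduced 535 nm fluorescence indicates probe displacement.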
# APEX1 inh: qHTS Assay for Inhibitors of the Human Apurinic/apyrimidinic Endonuclease 1 (APE1). DNA repair nuclease/redox regulator APEX1 (Homo sapiens), P27695. recombinant APE1, TAMRA/BHQ-2 abasic DNA cleavage fluorescence. Potency, µM (highest dose often 65.8 µM), for inactives: at the top dose activity change, negative = inhibition, hits mostly inhibitors. actives 0.35% (n = 350,000). AID 2517, 2012;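 also: potency is read from the fitted curve at half-maximal effect; plate controls were vehicle for no effect and reference inhibitor for full effect; nearly all actives have a fitted effect of over 55% in size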
#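 Readout is kinetic fluorescence (ex 525, em 598 nm) from cleavage of 50 nM TAMRA/BHQ-2 THF abasic duplex by 0.75 nM APE1, compound added 15 min beforehand at RT.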
# POLI inh: qHTS for Inhibitors of Polymerase Iota. DNA polymerase iota (Homo sapiens), Q9UNA4. Pol iota fluorescent replication assay, 10 min. Potency, µM (top dose mostly 115 µM), for inactives: at the highest dose activity, negative = inhibition, hits mostly inhibitors. actives 1% (n = 390,000). AID 588590, 2011; also: potency is read from the fitted curve at half-maximal effect
#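 Pol iota at 10 nM preincubated 15 min with compounds at room temperature; reaction started with fluorescent substrate, 50 nM final. Fluorescence read kinetically at 0 and 10 min; buffer-only wells as negative control.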
# POLB inh: qHTS Assay for Inhibitors of DNA Polymerase Beta. P06746. Pol beta primer extension/strand displacement, fluorescence kinetic. Potency, µM (highest dose often 114 µM), for the others: at the highest dose activity change, negative = inhibition, most hits filed as inhibitors. actives 1.3% (n = 340,000); also: potency is read from the fitted curve at half-maximal effect; % is scaled to controls: 0 for no effect and ±100 for the full control effect
#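 Values derive from four-parameter Hill fits of normalized kinetic data: reads at 0 and 10 min following addition of 50 nM substrate to 10 nM Pol beta preincubated 15 min with compound.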
# POLH inh: qHTS for Inhibitors of Polymerase Eta. DNA polymerase eta (Homo sapiens), Q9Y253. recombinant Pol eta, fluorescent DNA replication assay. Potency, µM (doses to about 114 µM), without a hit: at the top dose activity change, negative = inhibition, hits mostly inhibitors. actives 1.2% (n = 390,000); also: potency is read from the fitted curve at half-maximal effect; % is scaled to controls: 0 for no effect and ±100 for the full control effect
#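 Fluorescent replication assay: 50 nM final substrate added after a 15 min room-temperature compound preincubation with 10 nM enzyme. Signal taken at 0 min and again at 10 min.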
# POLK inh: qHTS for Inhibitors of Polymerase Kappa | actives 0.53% (n = 400,000) | purified Pol kappa, fluorescent DNA synthesis assay, 10 min | DNA polymerase kappa (Homo sapiens), Q9UBT6 | AID 588579, 2011 | Potency, µM (highest dose often 107 µM), inactives show top-dose activity, negative = inhibition, hits mostly inhibitors; also: potency is read from the fitted curve at half-maximal effect; % is scaled to controls: 0 for no effect and ±100 for the full control effect
# Target sequence (Q9UBT6 whole entry, looked up): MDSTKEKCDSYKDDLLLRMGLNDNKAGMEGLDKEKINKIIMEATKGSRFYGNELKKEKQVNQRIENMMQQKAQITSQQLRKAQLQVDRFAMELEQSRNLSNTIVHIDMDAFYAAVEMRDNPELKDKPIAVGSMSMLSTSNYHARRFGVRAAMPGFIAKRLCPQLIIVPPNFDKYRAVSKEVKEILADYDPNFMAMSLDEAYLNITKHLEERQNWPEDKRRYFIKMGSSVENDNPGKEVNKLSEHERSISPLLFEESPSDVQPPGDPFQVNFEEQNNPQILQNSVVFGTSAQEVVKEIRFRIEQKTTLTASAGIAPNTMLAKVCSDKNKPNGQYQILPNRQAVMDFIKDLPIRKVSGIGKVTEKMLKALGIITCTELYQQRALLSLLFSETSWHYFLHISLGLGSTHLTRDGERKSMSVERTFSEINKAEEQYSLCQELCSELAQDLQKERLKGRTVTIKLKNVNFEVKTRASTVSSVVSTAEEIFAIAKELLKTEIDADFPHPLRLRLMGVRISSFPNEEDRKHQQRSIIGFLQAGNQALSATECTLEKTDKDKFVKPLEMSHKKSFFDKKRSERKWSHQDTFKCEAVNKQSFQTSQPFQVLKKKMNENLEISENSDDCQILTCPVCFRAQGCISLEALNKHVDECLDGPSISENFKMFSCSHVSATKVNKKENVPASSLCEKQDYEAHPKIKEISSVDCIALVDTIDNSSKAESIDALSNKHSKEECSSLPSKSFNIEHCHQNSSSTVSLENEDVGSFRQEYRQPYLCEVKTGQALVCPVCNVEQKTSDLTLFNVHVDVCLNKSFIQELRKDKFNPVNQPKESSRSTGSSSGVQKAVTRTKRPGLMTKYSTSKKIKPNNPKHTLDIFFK
#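 Kinetic fluorescence readout at 0 and 10 min followed reaction start with substrate at 50 nM final. Beforehand, enzyme (10 nM Pol kappa) stood 15 min with compound at room temperature; buffer-only wells were negative controls.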
# BLM helicase inh: qHTS Assay for Inhibitors of Bloom's syndrome helicase (BLM); recombinant BLM DNA unwinding, fluorescence dequenching; actives 0.2% (n = 350,000); RecQ-like DNA helicase BLM (Homo sapiens), P54132; AID 2528, 2010; Potency, µM (top dose mostly 56.1 µM), for inactives: at the top dose activity change, negative = inhibition, hits mostly inhibitors;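 also: potency is read from the fitted curve at half-maximal effect; plate controls were vehicle for no effect and no enzyme for full effect; nearly all actives have a fitted effect of over 35% in size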
# LDHA inh: qHTS assay for inhibitors of human lactate dehydrogenase; actives 0.15% (n = 480,000); activity change, % (values are at about 110 or 230 µM); purified LDHA, NADH/diaphorase-resazurin fluorescence; hits give low values; L-lactate dehydrogenase A chain (Homo sapiens), P00338; in the data active = activity change below about -30%; inconclusive = mostly about -25% to -30%;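 also: plate controls were DMSO wells for no effect and wells without enzyme for full effect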
#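 Remaining NADH was detected by diaphorase (0.133 mg/mL) converting 37 µM resazurin to fluorescent resorufin, read at 0 and 20 minutes. The preceding 5-minute room-temperature reaction used 2 nM LDHA, 0.2 mM sodium pyruvate and 0.06 mM NADH at pH 7.4.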
# GRP78 ERSR act: qHTS for Inducers of the Endoplasmic Reticulum Stress Response (ERSR) in Human Glioma: qHTS. U87-MG GRP78 promoter luciferase reporter, 16 h. Potency, µM, for inactives: at the top dose activation, usual class: activators. actives 0.02% (n = 420,000); also: potency is read from the fitted curve at half-maximal effect; series mostly up to about 76 µM; % of control where 0% means no effect; nearly all actives have a fitted effect of over 35% in size
#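 Stably transfected U87-MG glioma cells carrying a GRP78-based luciferase sensor; 16 h compound incubation. Luminescence end-point read 10 min after Bright-Glo addition at room temperature.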
# * hit, by the source's call; ? = inconclusive; / = not tested or not shown; & = joins results of further samples; [ ] = remark or other dose. Unless noted, calls follow the shape of the dose curve; as a rule, active = well fitted curve in the direction sought with a large enough effect; inconclusive = small, poorly fitted or top-dose-only effect, or another doubt; inactive = no such curve, though single readings can be large; an effect the other way counts as inactive or inconclusive.
SMILES,Apoferritin bind,APEX1 inh,POLI inh,POLB inh,POLH inh,POLK inh,BLM helicase inh,LDHA inh,GRP78 ERSR act
S=C(c1c[nH]c2ccc(Br)cc12)N1CCOCC1,-19.3%,-1.7%,0.5%,0.0%,2.4%,-14.0%,1.0%,-13.3,-1.9%
O=C(Nc1cccc(C(F)(F)F)c1)C1CCN(c2nnc(-n3cccc3)s2)CC1,-14.6%,/,8.8%,5.0%,-21.4%,-12.0%[60.1 µM],3.3%,-5.8,2.3%
CC(=O)c1ccc(NC2=C(N3CCOCC3)C(=O)c3ccccc3C2=O)cc1,-23.2%,-3.4%,?,3.1%,-5.3%,-11.3%,-4.8%,20.1,-1.0%
CCc1ccccc1N1C(=O)C2CC(C)=C(C)CC2C1=O (stereo not given),?,-6.9%,-8.0%,27.1%,-13.8%,0.7%,-0.3%,-2.8,1.3%
Cc1ccc(S(=O)(=O)CCSc2cccc(C(=O)Nc3ccccc3C(=O)O)c2)cc1,2.2%,0.1%,?,-0.6%,-7.3%,-7.6%,3.5%,-7.8,-2.9%
COc1ccc(C)cc1NC(=O)c1ccc(N(C)S(C)(=O)=O)cc1,-6.9%,-1.2%,-6.0%,-1.8%,-5.5%,-20.4%,1.2%,5.5,1.0%
COc1cc(/C=C/C(=O)O)cc(S(=O)(=O)Nc2ccc3c(c2)CCC3)c1OC,-0.9%,8.6%,-8.3%,-2.0%,-2.4%,-2.1%,2.2%,-6.0,-4.3%
CCc1ccccc1N(C)C(=O)c1cn(-c2cccc(OC)c2)c(=O)c2ccccc12,4.3%,/,32.1%[activator],2.1%,-9.6%,-5.1%,-1.4%,-5.1,1.3%
O=C(Nc1ccccc1-c1ccccc1)C1CCCC1,-14.7%,7.8%,9.8%,3.5%,-17.8%,-3.5%,-0.8%,0.0,-3.3%
COc1cc2[nH]c(C(=O)N(C)C3CCS(=O)(=O)C3)cc2c(OC)c1OC (stereo not given),-6.6%,80.8%[activator],9.0%,12.8%,-10.4%,-9.4%,-0.8%,2.6&15.6,-1.3%
CCN1CCN(CCCNC(=O)c2cnn(-c3ccccc3)c2C2CCN(C(=O)OC(C)(C)C)CC2)CC1,-4.1%,/,-8.4%,19.3%,4.3%,6.5%,1.2%,-5.6,-3.2%
N#Cc1ccc(C(=O)OCC(=O)N2CCCCCC2)cc1,/,16.1%,11.9%,/,7.9%,3.9%,/,-3.3,-1.6%
O=C(Oc1csc(=S)n1C(=O)c1ccccc1)c1ccccc1,-11.8%,1.3%,15.5%,5.2%,-0.5%,-29.4%,1.5%,-12.8,-4.9%
O=C(COC(=O)c1cc[n+]([O-])cc1)Nc1ccc(Br)cc1,/,29.7%,32.0%[activator],/,-24.4%,-13.2%,/,-5.8,-7.0%
COC(=O)CCc1c(C)c(C(=O)c2cccc(OC)c2OC)c2ccccn12,2.2%,-9.4%,32.7%[activator],1.1%,-17.8%,-14.5%,-1.3%,-2.6,-4.0%
C[C@H](Nc1ccc(C(F)(F)F)cc1[N+](=O)[O-])C(=O)O,-8.2%,2.2%,22.1%,-11.7%,-19.3%,-17.0%,-3.0%,-1.7,-3.5%
Cn1c(=O)c2[nH]c(CCc3ccncc3)nc2n(C)c1=O,/,/,32.6%[activator],/,-22.1%,2.2%,/,-1.8,-3.1%
COC(=O)c1sc(NC(=O)COc2ccccc2)nc1C,-19.1%,-1.1%,-1.6%,1.1%,?,-18.2%,-2.2%,-7.3,2.0%
COc1ccc(-c2onc(C)c2C)cc1S(=O)(=O)NCc1ccc(Br)cc1,-11.6%,/,18.7%,3.4%,-15.7%,-5.0%,-8.4%,4.2,-2.9%
Cc1cc2c(cc1C)NC(=O)CC(C(F)(F)C(F)(F)C(F)(F)F)=N2,?,0.9%,9.1%,?,1.4%,-4.5%,-1.4%,-0.8,-2.3%
O=c1cc(-c2ccc(F)cc2F)[nH]c2ccc(F)cc12,-8.2%[163 µM],?,/,/,/,-13.0%,0.0%[120 µM],/,-3.1%
C=C1CCN([C@@H](CC(C)C)C(=O)NN2CCOCC2)S(=O)(=O)c2ccccc21,/,/,-3.3%,/,-9.3%,-13.9%,/,-3.8,-0.7%
CCCOc1ccc(OCCSc2nnc(N)s2)cc1,-6.4%,-1.4%,11.4%,1.6%,-2.9%,-7.7%,-0.5%,-0.2,3.3%
CCOC(=O)C1=C(CSc2nc(-c3ccccc3)ccc2C#N)OC(N)=C(C#N)C1c1ccccc1 (stereo not given),1.6%,-1.7%,?,3.1%,-15.5%,-11.1%,-16.7%,1.8,2.2%
O=C(Nc1ccc2ccccc2n1)Nc1cccs1,-8.8%,-3.2%,35.3%[activator],5.2%,-11.1%,0.0%,-2.0%,-3.0,-2.1%
CCOc1ccc(-c2cc(C(=O)NCCCN3CCN(CC)CC3)c3ccccc3n2)cc1,13.9%,15.6%,18.9%,18.6%,-16.9%,-5.0%,-3.6%,-3.7,-2.3%
CC(C)(C)CN1C(N)=NC[C@@H]1Cc1ccccc1,/,/,5.3%,/,5.3%,-3.0%,/,0.0,-0.4%
S=C1NCN(Cc2cccnc2)CN1c1cccc(Cl)c1,-8.5%,-0.9%,15.2%,7.3%,-17.2%,-0.6%,-0.6%,-2.4,-1.3%
CCOC(=O)c1ccc(-n2c(CN3CCN(CC)CC3)nc3ccc([N+](=O)[O-])cc3c2=O)cc1,-14.4%,0.3%,27.4%,5.2%,-10.8%,11.8%,-3.6%,0.6,5.8%
CC(O)[C@H]1CNC(=O)C(=O)N1CC(C)(C)C (stereo not given in full),-4.7%,-9.6%,-1.6%,0.0%,-17.6%,6.4%,1.4%,-3.6,-5.5%

# Of the compounds above, these contain a cyano group.
SMILES,Apoferritin bind,APEX1 inh,POLI inh,POLB inh,POLH inh,POLK inh,BLM helicase inh,LDHA inh,GRP78 ERSR act
N#Cc1ccc(C(=O)OCC(=O)N2CCCCCC2)cc1,/,16.1%,11.9%,/,7.9%,3.9%,/,-3.3,-1.6%
CCOC(=O)C1=C(CSc2nc(-c3ccccc3)ccc2C#N)OC(N)=C(C#N)C1c1ccccc1 (stereo not given),1.6%,-1.7%,?,3.1%,-15.5%,-11.1%,-16.7%,1.8,2.2%

# Remaining list, next part
SMILES,Apoferritin bind,APEX1 inh,POLI inh,POLB inh,POLH inh,POLK inh,BLM helicase inh,LDHA inh,GRP78 ERSR act
CC1CN(Cc2nc3c(c(=O)[nH]c(=O)n3C)n2CCCc2ccccc2)CC(C)O1 (stereo not given),-3.4%,0.3%,21.6%,-7.6%,-5.1%,-10.2%,7.2%,1.6,-2.4%
O=C(NC1CCCCC1)N1CCN(C(=O)c2ccco2)CC1,-8.4%,0.0%,-3.6%,2.5%,-5.0%,-7.1%,1.8%,-3.5,0.9%
CCOC(=O)c1ccc(NC(=O)c2n[nH]c(=O)c3ccccc23)cc1,-2.4%,-0.5%,78.3%[activator],-2.8%,-2.4%,-2.3%,0.6%,-11.7,2.6%
COc1cc(NC(=O)CSc2nc(=O)n(CCN3CCOCC3)c3c2CCCC3)cc(OC)c1,/,3.0%,15.8%,/,-1.1%,-12.9%,/,-11.9,-3.4%
CC(C)CN(C(=O)C(C)N1C(=O)c2ccccc2C1=O)c1c(N)n(Cc2ccccc2)c(=O)[nH]c1=O (stereo not given),/,-11.6%,23.6%,/,-7.9%,-15.5%,/,1.1,-5.1%
CCN(CC)C(=O)c1cc2c(=O)c3cc(Cl)ccc3oc2nc1C,-0.1%,13.9%,78.0%[activator],4.0%,-0.6%,8.4%,-1.3%,-7.6,0.7%
O=C(Nc1ccc2ccccc2c1)c1cccc(F)c1,1.6%,-7.8%,-3.7%,7.8%,-1.4%,12.3%,-6.9%,0.5,-0.1%
O=C(NNc1ccc(F)cc1)c1c(F)cccc1Cl,4.4%,-0.4%,149.7%[activator],0.7%,-15.8%,-9.0%,0.6%,-0.1,-1.2%
COCCNc1nnc(SCC(=O)NC(=O)c2ccc(Cl)cc2)s1,/,-8.1%,30.9%[activator],/,-12.1%,-7.7%,/,-8.6,-2.0%
CCOC(=O)c1cccc(NC(=O)CSc2nnc(COc3ccccc3)n2CC)c1,?,-3.5%,6.4%,29.0%,-16.3%,-16.8%,0.4%,-0.6,2.5%
COc1ccc(N2CCN(c3nc(=S)n(-c4ccccc4)c(C)c3C(C)=O)CC2)cc1,5.9%,3.5%,13.7%,-28.5%,8.3%,-7.5%,-0.3%,-4.6,-0.7%
COc1ccc(Br)cc1/C=N/NC(=O)Cn1nnnc1N,-9.8%,0.6%,-21.6%,-5.2%,-18.1%,-3.0%,-2.5%,-6.7,3.8%
COc1ccc(S(=O)(=O)N2CCN(C(=O)C3CCCO3)CC2)cc1 (stereo not given),-2.0%,10.5%,21.8%,-40.8%,-12.2%,-2.6%,-0.8%,-3.8,-3.4%
COc1ccccc1C(=O)NNC(=O)c1cccc(O)c1,3.1%,29.8%,1.5%,?,-13.9%,-8.1%,0.3%,-8.7,-6.3%
COc1ccc(CNC(=O)Cn2c(SCC(=O)N(C)c3ccccc3)nc3ccccc32)cc1,45.2%[activator],/,8.0%,-9.8%,-9.8%,1.0%[60.1 µM],2.6%,0.8,-0.4%
COc1ccc(N(CC(=O)N/N=C/c2ccc(C(=O)O)cc2)S(=O)(=O)c2ccc(NC(C)=O)cc2)cc1,1.2%,-1.9%,29.3%,3.6%,-12.2%,-7.1%,-2.1%,-15.2,-1.3%
CC(Sc1n[nH]c(-c2cccs2)n1)C(=O)N1CCCC1 (stereo not given),/,-7.4%,10.7%,/,-18.3%,0.5%,/,-0.4,-2.6%
O=S(=O)(c1ccc(Cl)cc1)c1nc(-c2cccs2)oc1SCc1ccc(F)cc1,0.6%,/,18.5%,-3.7%,-18.6%,3.8%,-3.7%,-1.4,-3.4%

# These rows are one share of the data. The share of hits here may be higher or lower than overall.
